Assay outcomes (PubChem)
hcGAS inh – blocks human cGAS activity; recombinant h-cGAS, ATP depletion, Kinase-Glo luminescence; inhibition, % at 12.5 µM; 290,000 compounds, 0.081% hits; AID 1259398;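 further: 0% = vehicle reaction and 100% = reaction without DNA for no activity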
Target sequence (Q8N884 whole entry, looked up): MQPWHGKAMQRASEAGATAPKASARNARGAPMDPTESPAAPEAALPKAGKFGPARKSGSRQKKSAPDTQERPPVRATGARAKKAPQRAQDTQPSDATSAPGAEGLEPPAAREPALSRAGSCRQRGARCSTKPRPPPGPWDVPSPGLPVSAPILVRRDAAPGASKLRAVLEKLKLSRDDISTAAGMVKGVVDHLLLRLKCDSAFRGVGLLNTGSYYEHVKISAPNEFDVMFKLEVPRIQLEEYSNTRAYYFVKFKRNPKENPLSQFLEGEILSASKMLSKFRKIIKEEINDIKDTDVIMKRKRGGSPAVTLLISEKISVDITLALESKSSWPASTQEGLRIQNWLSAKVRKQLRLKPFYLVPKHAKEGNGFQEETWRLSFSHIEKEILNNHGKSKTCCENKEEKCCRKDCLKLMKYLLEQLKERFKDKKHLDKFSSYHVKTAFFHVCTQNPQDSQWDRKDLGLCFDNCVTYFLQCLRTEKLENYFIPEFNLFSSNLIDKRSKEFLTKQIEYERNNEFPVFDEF
mcGAS lum – blocks mouse cGAS activity; Q8C6L5; recombinant cGAS, Kinase-Glo ATP depletion luminescence; inhibition, % at 12.5 µM; 160,000 compounds, 0.15% hits;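 further: 0% = negative control wells and 100% = reference inhibitor with no enzyme activity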
NPYLR7 ag – mosquito NPYLR7 agonism; activation, % at 10 µM; 270,000 compounds, 0.15% hits; HEK293T NPYLR7/Galpha15, GCaMP6s calcium fluorescence; AID 1259423; in the data active means activation above about 40%;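 further: 0% = vehicle and 100% = reference agonist at the receptor; some compounds past the cut are filed as inactive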
* = called active by the depositor; · = not tested or not shown; & = joins results of further samples. Unless noted, no stated cut-off is given here; in the data, active means inhibition above about 40%; inactive means the rest.

entry | Compound | mcGAS lum | hcGAS inh | NPYLR7 ag
1 | CCc1ncc2c(n1)CN(C(=O)CCn1cnc3ccccc3c1=O)C2 | · | -3 | 10
2 | COCCNCC(=O)N(CCc1c[nH]c2ccccc12)Cc1ccc(C)cc1 | -6 | -8 | -8
3 | CCOc1ccc2cc(-c3ccccn3)c(=N)oc2c1 | -13 | -4&-7 | 1&-5
4 | CC1/C(=C\c2ccc(Cl)cc2)C(=O)C2CC1C2(C)C (stereo unspecified) | · | -4 | -4
5 | Cc1nn(-c2nc3ccccc3[nH]2)c2c1C(=O)CC(c1cccs1)C2 (stereo unspecified) | · | -10 | 6
6 | CCN(C)C(C(=O)N1C2CCC1CC(C)(O)C2)c1ccccc1 (stereo unspecified) | · | -6&-9 | 7&4
7 | CCN(CC(=O)Nc1c(Cl)cccc1Cl)C(=O)CC1Sc2ccccc2NC1=O (stereo unspecified) | · | -1 | -1
8 | CCOC(=NC(=O)c1cccc(OC)c1)N(CCc1ccccc1)Cc1ccccc1 | -6 | -4 | 9
9 | Cc1c(C)n2c3c(=O)[nH]c(=O)n(C)c3nc2n1CCN1CCOCC1 | -8 | -7 | 17
10 | Cc1noc(C)c1CC(=O)NNC(=O)C1CC1 | · | -5 | 9
11 | COc1cccc(NC(=O)C(C2CCCC2)N2CCN(C(=O)c3cccc(C)c3)CC2)c1 (stereo unspecified) | -5 | -6 | 7
12 | CC(=O)Nc1ccccc1SCC(=O)N1CCNC(=O)C1C(C)C (stereo unspecified) | · | -1 | 5
13 | O=S(=O)(Cc1ccc(Cl)c(Cl)c1)c1nc2ncccc2[nH]1 | · | -5 | 3
14 | O=C(NNS(=O)(=O)c1ccc(F)cc1)c1ccc(COc2ccccc2)o1 | · | -2 | -1
15 | CC(C)c1ccc(CN2CCN(CCS(N)(=O)=O)CC2)cc1 | -18 | -7 | 1
16 | CCOc1ccc2ccccc2c1C(=O)NCc1nnnn1-c1ccccc1 | -1 | 5 | -7
17 | COc1ccccc1-n1ccnc(SCc2cc(C)ccc2C)c1=O | -5 | 0 | 1
18 | CCc1nc2ccc(C(=O)NCCOc3ccc(OC)cc3)cn2c1N(C)C(=O)Cc1ccccc1 | -2 | -3 | 2
19 | CN1CCN(c2ncccc2CNC(=O)CCN(C)S(C)(=O)=O)CC1 | -10 | 3 | ·
20 | O=C(Nc1cccc(-n2cccn2)c1)C1CCCN1C(=O)c1ccccn1 (stereo unspecified) | · | -8 | 14
21 | CN1CCN(c2cc(-c3ccc(CCC(=O)O)cc3)nc3ccnn23)CC1 | -2 | -4 | -3
22 | CC(c1ccccc1)N(Cc1nc(C(=O)N2CCN(C)CC2)co1)Cc1ccc(Cl)cc1Cl (stereo unspecified) | -5 | -2 | 15
23 | Cc1ccc(NC(=O)CCN2C(=O)c3ccccc3C2=O)cc1[N+](=O)[O-] | -6 | -9 | -2
24 | CCc1ccc(OCC(=O)Nc2nonc2-c2ccc(OC)cc2)cc1 | -2 | 0 | -1
25 | COc1ccccc1OCCN1CCC(C(=O)NC(c2ccc(Cl)cc2)c2cnccn2)CC1 (stereo unspecified) | -2 | -2 | 7

Limited to mcGAS lum and NPYLR7 ag, for some of the entries so far:
nr | smiles | mcGAS lum | NPYLR7 ag
15 | CC(C)c1ccc(CN2CCN(CCS(N)(=O)=O)CC2)cc1 | -18 | 1
16 | CCOc1ccc2ccccc2c1C(=O)NCc1nnnn1-c1ccccc1 | -1 | -7

A stretch taken from the entries so far, for reference:
entry | Compound | mcGAS lum | hcGAS inh | NPYLR7 ag
1 | CCc1ncc2c(n1)CN(C(=O)CCn1cnc3ccccc3c1=O)C2 | · | -3 | 10
2 | COCCNCC(=O)N(CCc1c[nH]c2ccccc12)Cc1ccc(C)cc1 | -6 | -8 | -8
3 | CCOc1ccc2cc(-c3ccccn3)c(=N)oc2c1 | -13 | -4&-7 | 1&-5
4 | CC1/C(=C\c2ccc(Cl)cc2)C(=O)C2CC1C2(C)C (stereo unspecified) | · | -4 | -4

One compound at a time (already shown). Values in the order: mcGAS lum	hcGAS inh	NPYLR7 ag
CC(=O)Nc1ccccc1SCC(=O)N1CCNC(=O)C1C(C)C (stereo unspecified) as listed: ·	-1	5
O=C(NNS(=O)(=O)c1ccc(F)cc1)c1ccc(COc2ccccc2)o1 as listed: ·	-2	-1
CN1CCN(c2cc(-c3ccc(CCC(=O)O)cc3)nc3ccnn23)CC1 as listed: -2	-4	-3
CCc1ccc(OCC(=O)Nc2nonc2-c2ccc(OC)cc2)cc1 as listed: -2	0	-1
CCOC(=NC(=O)c1cccc(OC)c1)N(CCc1ccccc1)Cc1ccccc1 as listed: -6	-4	9

Going on with the list:
entry | Compound | mcGAS lum | hcGAS inh | NPYLR7 ag
26 | CCN1CCCC1CNC(=O)CCC1CCN(C23CC4CC(CC(C4)C2)C3)CC1 (stereo unspecified) | · | -3 | 4
27 | Cc1ccc(N2C(=O)CCS2(=O)=O)cc1S(=O)(=O)Nc1ccccc1OC(C)C | · | 1 | -7
28 | Cc1noc(-c2ccco2)c1C(=O)NCc1cccc(F)c1F | -7 | -4 | 23
29 | CC1C(=O)N(c2ccc3c(c2)CCC3)CCN1C(=O)c1ccco1 (stereo unspecified) | -5 | -7 | 1
30 | COc1ccc2nc(-c3ccc(C)c(NC(=O)Cc4ccccc4)c3)cn2n1 | -8 | -4 | -8
31 | Cc1ccc(NC(C)(C)C(=O)N2CCC(CN)C2)cc1 (stereo unspecified) | -13 | -5 | 3
32 | CC(Nc1ccncc1NC(=O)/C=C/c1cnn(C)c1)C1CCCO1 (stereo unspecified) | · | -5 | 9
33 | CC1(C(=O)Nc2ccc3c(c2)OCCO3)CCN1Cc1ccc2ccccc2c1 (stereo unspecified) | -2 | -1 | -3
34 | O=C(c1ccccc1F)N(Cc1nccn1Cc1ccccc1)CC1CCCO1 (stereo unspecified) | 1 | 0 | -1
35 | C=CCNC(=O)C(NC(=O)c1ccc(F)cc1)C1CCN(C(=O)c2ccc(Cl)cc2)CC1 (stereo unspecified) | 1 | -1 | -6
36 | CCOC(=O)CCC(=O)N1CCN(C(C(=O)NCCc2ccccc2)C2CCCC2)CC1 (stereo unspecified) | · | -1 | -2
37 | COc1ccc(NC(=O)c2ccc3nnc(C(F)F)n3c2)c(OC)c1 | -15 | -6 | -2
38 | CC1=C(CCC2(C)OC(=O)N(C)C2(C)O)C(C)(C)CCC1 (stereo unspecified) | -2 | -7 | ·
39 | Cc1ccc(/C=C(\NC(=O)c2ccccc2)C(=O)Nc2cccc3ccccc23)o1 | · | -5 | 2
40 | Cc1ccc(C(C)NC(=O)CN2CCN(Cc3ncccc3C)CC2)cc1 (stereo unspecified) | -11 | -7 | ·
41 | NC(=O)C(NS(=O)(=O)c1ccc(Cl)cc1F)c1ccccc1 (stereo unspecified) | · | -8 | 2
42 | CC(C)n1cc2cc(NC(=O)NCC(=O)NCC(F)(F)F)ccc2n1 | · | -8 | 10
43 | CCOC(=O)C(CC)Sc1nnc(C)c2cnn(-c3ccccc3OC)c12 (stereo unspecified) | -12 | -9 | -10
44 | COc1cccc(CCc2ccccc2C(=O)N2CCOC(C(F)(F)F)C2)c1 (stereo unspecified) | · | 0 | -4
45 | O=C(Nc1ccccc1CN1CCCC1)c1n[nH]c2ccccc2c1=O | -16 | -9 | 0
46 | Clc1cccc(Cl)c1CSc1nnc(-c2ccc3c(c2)OCO3)o1 | · | -6 | 1
47 | O=C(Cn1nc(-c2ccco2)c2sc(N3CCOCC3)nc2c1=O)NCc1ccccc1Cl | -4 | -5 | -5
48 | Cc1cc(NCC2CCCNC2)nc(N2CCCCC2)n1 (stereo unspecified) | · | -1 | 9
49 | CCOC(=O)N1CCN(C(=O)CCc2cc3c(n2-c2ccc(OC)cc2)-c2ccccc2CC3)CC1 | 1 | 0 | -4
50 | O=P1(NN=Cc2ccccc2C(F)(F)F)C=C(c2ccccc2)OC(c2ccccc2)=C1 | · | -8 | 0

Part of the list above in a different format:
42) CC(C)n1cc2cc(NC(=O)NCC(=O)NCC(F)(F)F)ccc2n1
43) CCOC(=O)C(CC)Sc1nnc(C)c2cnn(-c3ccccc3OC)c12 (stereo unspecified)
44) COc1cccc(CCc2ccccc2C(=O)N2CCOC(C(F)(F)F)C2)c1 (stereo unspecified)
Screen / compound no.,42,43,44
mcGAS lum,·,-12,·
hcGAS inh,-8,-9,0
NPYLR7 ag,10,-10,-4

Other entries:
entry | Compound | mcGAS lum | hcGAS inh | NPYLR7 ag
51 | Cc1cc(C(=O)N(CCN(C)C)c2nc3c(F)cc(F)cc3s2)no1 | -7 | -11 | 2
52 | COC(=O)c1ccc(C(=O)N2CCN(C(c3ccc(Cl)cc3)c3ccc(Cl)cc3)CC2)cc1 | -7 | -3 | 6
53 | O=C(NCc1ccccc1)N(Cc1ccccc1)[C@@H]1CC[C@@H]2C[C@@H]1[C@@H](O)CO2 | -7 | -3 | 13
54 | Cc1sc2nc(-c3cccs3)nc(Sc3nnc(C4CC4)o3)c2c1C | · | -3 | 4
55 | CCc1cccc(NC(=O)CCN2CCN(c3ccncc3)CC2)c1 | · | -4 | -2
56 | O=C(c1n[nH]c2c1CCC2)N1CCCC2(C1)C(=O)Nc1ccccc12 (stereo unspecified) | -6 | 0 | 4
57 | COc1ccc2c(c1)-c1sc(C(=O)N(C)C)cc1CC2 | -5 | 0 | -3
58 | C=CCc1ccccc1OC1OC(CO)C(O)C(O)C1NC(C)=O (stereo unspecified) | -8 | 0 | 8
59 | COC(=O)C1=CN(CC2CCCO2)C=C(C(=O)OC)C1c1cccs1 (stereo unspecified) | · | -1 | -4
60 | CCCCc1cnc2c(c1SCc1cccc([N+](=O)[O-])c1)c(=O)n(C)c(=O)n2C | -12 | -15 | 7
61 | COc1cccc(S(=O)(=O)N2CCN(Cc3cc(=O)c(OCc4ccc(-c5ccccc5C#N)cc4)co3)CC2)c1 | -6 | -6 | 1
62 | CCN(CC)c1nc2sc(C(=O)NC3(C)CCCC3)cc2s1 | -1 | 3 | -1
63 | Cc1cccnc1CC(C)NC(=O)c1cc(COc2cncc(Cl)c2)on1 (stereo unspecified) | -3 | -4 | -4
64 | COCCCN(CC(=O)N1CCc2sccc2C1c1ccc(Cl)cc1Cl)C(=O)c1ccco1 (stereo unspecified) | -2 | -3 | -1
65 | CNC(=O)C1CCC(Cn2c(=O)c3sccc3n(CC(=O)Nc3ccc(OC)cc3)c2=O)CC1 (stereo unspecified) | -7 | -2 | 6
66 | COC(=O)C1C(=O)C(C(=O)OC)C23CC/C=C\CCC12C(C(=O)OC)C(=O)C3C(=O)OC (stereo unspecified) | · | 0 | -2
67 | COCCNC(=O)C(NC(=O)c1ccc(OC)cc1)C1CCN(C(=O)C2CCCC2)CC1 (stereo unspecified) | -4 | -7 | 7
68 | COCC(=O)N1CCC(Cc2ccc(C(F)(F)F)cc2)CC1 | -4 | -3 | -1
69 | Cn1c(=O)c2c(nc(NCCOCCO)n2C)n(C)c1=O | · | -6 | 4
70 | CCc1nc2ccc(C(=O)NCCNC(C)=O)cn2c1N(C)Cc1cccs1 | 1 | 2 | -15
71 | Cc1cccc2c(N=NC(=O)c3ccc(O)cc3)c(O)[nH]c12 | -5 | -3 | 1
72 | Cc1cccc(-c2nnc(NC(=O)C(NC(=O)Nc3cc(C(F)(F)F)cc(C(F)(F)F)c3)C(C)C)s2)c1 (stereo unspecified) | -4 | -1 | 9
73 | O=C(O)CC(NC(=O)c1c(F)cccc1Cl)c1ccc(Cl)cc1 (stereo unspecified) | · | -8 | -5
74 | Cn1c(-c2cccs2)nn(CCNC(=O)c2ccco2)c1=O | · | -2 | 1
75 | C=CCN1C[C@@H]2C[C@@H](C(=O)NC)N(C(=O)c3cccc4c3OC(F)(F)O4)c3cccc(c32)C1=O | -8 | -2 | 3
76 | CC(C)c1cc(C(=O)NCc2cccnc2N2CCCCCCC2)n[nH]1 | · | -7 | 1
77 | O=C(Nc1ccc(N2CCOCC2)nc1)c1ccc(F)cc1Cl | · | -9 | -8
78 | Nc1cccn2cc(-c3ccc(Cl)cc3)nc12 | · | -11 | -2
79 | FC(F)(F)c1ccccc1-c1nccn1Cc1cccnc1 | -12 | -8 | 30
